BioA inh – M. tuberculosis BioA enzyme inhibitors, primary screen, biochemical, plate reader, single point, HTS; purified M. tuberculosis BioA enzyme; inhibition, % at 9.99 µM; hit rate 0.096% among 360,000; AID 602481, 2012; in the data active = inhibition above about 40%; inconclusive = no clear call, values can overlap the other calls
BoNT-F LC inh – BoNT/F light chain protease inhibitors, primary screen, biochemical, flow cytometry, MLPCN library; Botulinum neurotoxin type F light chain protease (Clostridium botulinum); Multiplex microsphere protease cleavage assay; inhibition, % at 10 µM; hit rate 0.22% among 360,000; AID 588497, 2011; in the data active = inhibition above about 35%, passing the limit was not always enough; inconclusive = no clear call, values can overlap the other calls; also: plate controls were buffer without enzyme for full effect and enzyme alone for no effect
PrPC TRFRET – inhibitors of human cell surface prion protein PrPC, primary screen, cell-based, TR-FRET; hit rate 0.43% among 370,000; inhibition, % at 13.8 µM; TR-FRET read-out; AID 720596, 2013; in the data active = inhibition above about 24%; also: 0% = median of the test wells and 100% = reference compound wells
GDH-TPI inh – GDH-TPI coupling enzyme inhibitors, primary screen, artefact control for M. tuberculosis FBA inhibitor project, biochemical, absorbance, full deck; GDH-TPI coupled enzyme counterscreen, NADH absorbance; inhibition, % at 4.8 µM; hit rate 1.2% among 360,000; AID 588335, 2011;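 also: 0% = DMSO wells and 100% = wells lacking the enzyme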
Mtb UGM inh – M. tuberculosis UGM enzyme inhibitors, primary screen, biochemical, fluorescence polarization, single point; purified UGM, fluorescence polarization probe displacement; inhibition, % at 10 µM; UDP-galactopyranose mutase (Mycobacterium tuberculosis (strain ATCC 25618 / H37Rv)), …; AID 504406, 2011; hit rate 0.06% among 320,000; in the data active = inhibition above about 10%, passing the limit was not always enough; inconclusive = no clear call, values can overlap the other calls
Target sequence (P9WIQ1 whole entry, looked up): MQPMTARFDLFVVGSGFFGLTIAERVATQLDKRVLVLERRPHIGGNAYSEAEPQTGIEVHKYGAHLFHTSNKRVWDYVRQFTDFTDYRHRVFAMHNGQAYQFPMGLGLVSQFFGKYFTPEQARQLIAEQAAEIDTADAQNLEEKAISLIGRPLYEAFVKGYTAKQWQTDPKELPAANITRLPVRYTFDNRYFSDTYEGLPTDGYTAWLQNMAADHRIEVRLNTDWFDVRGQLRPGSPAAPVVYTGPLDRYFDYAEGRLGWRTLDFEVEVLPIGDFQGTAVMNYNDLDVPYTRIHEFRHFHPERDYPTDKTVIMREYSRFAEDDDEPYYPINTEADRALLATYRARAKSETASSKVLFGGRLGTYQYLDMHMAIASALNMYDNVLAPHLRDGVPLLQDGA
Mtb FBA inh – Mtb FBA enzyme inhibitors, primary screen, biochemical, fluorescence, strain H37Rv; Fructose-bisphosphate aldolase (Mycobacterium tuberculosis (strain ATCC 25618 / H37Rv)), …; AID 588726, 2011; inhibition, % at 1 µM; hit rate 2.3% among 360,000; purified M. tuberculosis FBA, fluorescence read-out; in the data active = inhibition above about 27%;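 also: 0% = vehicle and 100% = reference inhibitor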
Target sequence (P9WQA3 whole entry, looked up): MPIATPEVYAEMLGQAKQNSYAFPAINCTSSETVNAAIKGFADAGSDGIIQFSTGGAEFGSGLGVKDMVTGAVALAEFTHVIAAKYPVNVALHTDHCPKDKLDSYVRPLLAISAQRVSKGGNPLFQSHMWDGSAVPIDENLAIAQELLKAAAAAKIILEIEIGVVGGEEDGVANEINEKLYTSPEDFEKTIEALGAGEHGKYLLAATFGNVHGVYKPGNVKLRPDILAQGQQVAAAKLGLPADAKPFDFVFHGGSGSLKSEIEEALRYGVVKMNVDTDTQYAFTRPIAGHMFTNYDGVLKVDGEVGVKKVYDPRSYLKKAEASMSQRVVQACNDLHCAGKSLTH
FadD28 binding – inhibitors of FadD28 bisubstrate probe binding, primary screen, biochemical, fluorescence polarization, single point | inhibition, % at 12.5 µM | hit rate 0.22% among 360,000 | AID 588549, 2011; in the data active = inhibition above about 8.5%, passing the limit was not always enough; inconclusive = no clear call, values can overlap the other calls
BoNT-A LC inh2 – BoNT/A light chain protease inhibitors, primary screen, biochemical, flow cytometry, MLPCN library | hit rate 0.17% among 360,000 | AID 588499, 2011 | inhibition, % at 10 µM | multiplex microsphere protease substrate cleavage | Botulinum neurotoxin type A light chain protease (Clostridium botulinum A str. ATCC 3502); in the data active = inhibition above about 30%; inconclusive = no clear call, values can overlap the other calls; also: plate controls were buffer without enzyme for full effect and enzyme alone for no effect
CCHF vOTU inh – CCHFV vOTU protease inhibitors, primary screen, biochemical, Pep-AMC substrate, fluorescence | Crimean-Congo hemorrhagic fever virus L polyprotein viral ovarian tumor (vOTU) protease … | inhibition, % at 11.5 µM | hit rate 0.55% among 370,000; also: 0% = vehicle wells with enzyme and 100% = no enzyme wells
The depositor's hits bear a star; ? = inconclusive; · = no result given; + = active, no number. Rule as the data show it, unless noted: active = inhibition above about 30%; inactive = the rest.

SMILES | BioA inh | BoNT-F LC inh | PrPC TRFRET | GDH-TPI inh | Mtb UGM inh | Mtb FBA inh | FadD28 binding | BoNT-A LC inh2 | CCHF vOTU inh
CN1CCN(C(=O)c2cccc(NS(=O)(=O)c3ccc(Br)cc3)c2)CC1 | 0.0 | -2 | 3 | 3 | -0.3 | -1 | -2.5 | 0.2 | -3
CCCn1c(C)c(C(=O)c2cccc3ccccc23)c2ccccc21 | -2.2 | -4 | 11 | 21 | 2.4 | 4 | -1.0 | -0.5 | 3
COCc1nnc(NC(=O)c2ccccc2[N+](=O)[O-])s1 | · | 0 | 7 | 11 | 1.2 | -1 | -3.1 | 0.1 | 4
COc1ccc(Cl)cc1C(=O)NNC(=S)NC(=O)/C=C/c1ccco1 | · | -11 | -10 | 5 | -0.4 | -1 | 2.5 | -1.1 | 1
Cc1cc(C)n(-c2ccn(Cc3ccc(Cl)cc3Cl)c(=O)n2)n1 | 0.7 | -4 | 0 | 6 | 1.5 | 2 | -0.4 | -2.5 | -4
Cc1cc(C)c2c(n1)nn1c(N3CCN(Cc4ccccc4)CC3)cc(C)nc21 | 1.3 | -6 | -7 | 20 | · | 114* | -2.7 | -0.2 | -91
COCCCN1C(=O)C(=O)/C(=C(/O)c2ccc(OC(C)C)cc2)C1c1ccncc1 (configuration not stated) | -0.8 | 28 | -1 | 24 | 0.4 | 1 | -1.4 | 2.4 | 11
CCc1noc(C)c1C(=O)Nc1ccc(C(F)(F)F)cc1 | -0.7 | 3 | 3 | 5 | 1.4 | 1 | -0.2 | 1.6 | 5
Cc1cccc(N(CC(=O)N2CCN(c3ccc(F)cc3)CC2)S(C)(=O)=O)c1C | 1.2 | 5 | 0 | -3 | 0.0 | 1 | -0.1 | -0.6 | 4
Cc1cccc(-n2c(-c3ccco3)nc3ccccc3c2=O)c1C | · | -2 | -13 | 12 | -2.2 | -4 | -5.7 | 0.3 | 13
Cc1onc(-c2c(F)cccc2Cl)c1C(=O)Nc1nnc(-c2ccccc2)s1 | -2.3 | -5 | -2 | 22 | 4.2 | 19 | -1.4 | -0.4 | 10
N#CC1(P(=O)(c2ccccc2)c2ccccc2)CC1 | -0.5 | -29 | 3 | 3 | -1.2 | 2 | -0.8 | -1.0 | 14
Cc1ccc(C(=O)NNC(=O)c2ccccc2-n2cccc2)cc1 | · | -4 | 9 | 3 | 2.5 | -2 | -0.1 | -1.4 | -5
COc1ccc(C(=O)/C=C/Nc2ccc([N+](=O)[O-])cc2C)c(OC)c1 | -3.8 | 6 | · | 0 | 1.8 | -7 | -3.0 | 12 | ·
Cc1nc(Nc2ccc(F)cc2)nc(Nc2ccc(F)cc2)c1[N+](=O)[O-] | · | -5 | -1 | 4 | 2.0 | 3 | -2.3 | 0.0 | 3
CCOC(=O)N1CCN(C(=S)NC(=O)C2CCCC2)CC1 | 3.9 | -6 | -2 | -5 | 1.2 | 4 | -2.3 | 0.5 | -10
Cc1ccc(OCCC(=O)NNC(=O)c2cc(C)oc2C)cc1 | -3.0 | -4 | -3 | 5 | 2.6 | 1 | -0.3 | 1.2 | 2
O=C(c1ccc(CSc2ccc(Cl)cc2)o1)N1CCOCC1 | · | -3 | -2 | · | · | 1 | -1.0 | 0.0 | -11
O=C(Nc1nccs1)c1ccc(Br)s1 | 0.6 | -5 | 13 | 7 | 3.3 | -7 | -6.0 | -1.0 | -2
CCN(CC)CC(O)Cn1c(-c2ccccc2Cl)nc2ccccc21 (configuration not stated) | 0.9 | -7 | 4 | 9 | -0.2 | 4 | -2.9 | 0.0 | 3

Another view of part of the listing above:
| mol | BioA inh | BoNT-F LC inh | PrPC TRFRET | GDH-TPI inh | Mtb UGM inh | Mtb FBA inh | FadD28 binding | BoNT-A LC inh2 | CCHF vOTU inh |
| --- | --- | --- | --- | --- | --- | --- | --- | --- | --- |
| Cc1cc(C)n(-c2ccn(Cc3ccc(Cl)cc3Cl)c(=O)n2)n1 | 0.7 | -4 | 0 | 6 | 1.5 | 2 | -0.4 | -2.5 | -4 |
| Cc1nc(Nc2ccc(F)cc2)nc(Nc2ccc(F)cc2)c1[N+](=O)[O-] | · | -5 | -1 | 4 | 2.0 | 3 | -2.3 | 0.0 | 3 |
| O=C(Nc1nccs1)c1ccc(Br)s1 | 0.6 | -5 | 13 | 7 | 3.3 | -7 | -6.0 | -1.0 | -2 |
| CCN(CC)CC(O)Cn1c(-c2ccccc2Cl)nc2ccccc21 (configuration not stated) | 0.9 | -7 | 4 | 9 | -0.2 | 4 | -2.9 | 0.0 | 3 |

(cont.)
SMILES | BioA inh | BoNT-F LC inh | PrPC TRFRET | GDH-TPI inh | Mtb UGM inh | Mtb FBA inh | FadD28 binding | BoNT-A LC inh2 | CCHF vOTU inh
Cc1ccc(C(=O)CSc2ncn[nH]2)cc1 | -0.1 | 20 | 5 | 16 | -0.9 | 1 | -2.9 | 12 | 2
CN(Cc1ccccc1)C(=O)COC(=O)c1cc(-c2ccc(Cl)s2)nc2ccccc12 | -0.3 | 4 | 3 | 9 | -1.1 | 10 | 0.4 | 10 | -18
CCN1c2ccccc2-c2nc3ccccc3n2C1c1cccs1 (configuration not stated) | · | -1 | 4 | 7 | 0.0 | + | -8.3 | 0.2 | -247
CCn1nnc2cc(C(=O)O)ccc21 | -2.2 | 0 | 10 | -8 | 0.7 | 1 | -3.1 | 1.4 | -4
COC(=O)c1cccc(NC(=S)Nc2ccccc2Cl)c1 | 2.5 | -1 | 8 | 14 | -1.6 | -2 | -0.4 | 0.3 | 0
Cc1c(Cl)cccc1NC(CC(=O)c1ccccc1)C(=O)OCC(=O)c1cccs1 (configuration not stated) | -0.4 | 0 | 10 | -3 | -0.6 | 2 | -3.1 | 0.4 | 26
CCc1nc2ccc(C(=O)N3CCN(c4ccc(Cl)cc4)CC3)cc2nc1CC | 0.0 | -8 | 1 | 13 | -1.6 | -2 | -0.6 | -1.0 | 21
Cc1cc2nc(-c3cccc(Cl)c3)c(CC3CCCCC3)n2c(C)c1Br | · | 8 | 10 | · | · | · | · | 0.4 | 11
Cc1cc(N/C=C(\C#N)S(=O)(=O)c2ccccc2Cl)nc(C)n1 | · | 1 | -6 | 1 | -2.1 | 2 | -0.4 | -0.8 | -2
Cc1cc(C)nc(Nc2ccc(N3CCCC3)cc2)n1 | -1.4 | -142 | 3 | 13 | -2.4 | -1 | -6.2 | -2.0 | 0
CCCc1c(-c2ccc(F)cc2)ncn1CCc1ccccc1OC | · | -12 | 2 | · | · | · | · | -1.0 | 20
NC(=O)NC(=O)COC(=O)/C=C/c1cccs1 | -0.2 | -2 | -6 | 26 | 4.2 | 1 | -3.0 | -0.5 | -8
C#CCNC(=O)C1=C[C@H](c2csc3ccccc23)[C@@H](CCCO)[C@H](OCC)O1 | -1.4 | -4 | 4 | -9 | 1.2 | 2 | -6.2 | -0.3 | 0
c1ccc(-n2nc3ccccc3n2)cc1 | · | -7 | 8 | 12 | 0.4 | 4 | -1.7 | -0.4 | 6
NC(=O)c1ccsc1NC(=O)COC(=O)CCOc1ccccc1 | -1.5 | 0 | 1 | 16 | -0.1 | 4 | 2.5 | -0.2 | 6
CC(=O)Nc1ccc(S(=O)(=O)N2CCCCC2C(=O)O)cc1 (configuration not stated) | · | -4 | 9 | 2 | 0.3 | -5 | 1.1 | -1.4 | -2
COc1ccccc1OCC(=O)Nc1nonc1NC(=O)COc1ccccc1OC | 0.4 | -2 | 6 | -5 | 1.7 | -4 | -3.0 | -0.3 | 1
CCOc1cc(C2NC(=O)c3ccccc3O2)ccc1OC(C)C (configuration not stated) | -1.0 | 8 | -5 | 13 | 0.1 | 9 | 0.6 | -3.0 | 2
Cc1ccc(NC(=O)N2CCCn3c(SCC(=O)c4ccccc4)nnc32)cc1 | -2.1 | -2 | -2 | 1 | -1.9 | -5 | -2.3 | 0.1 | -14
O=C1CCc2cc(S(=O)(=O)Nc3cccc(Cl)c3)ccc2N1 | 1.4 | -4 | 7 | 7 | · | 0 | -2.6 | -0.7 | -3
CCCOc1ccc(/C=N/NC(=O)C(C)Sc2ccccn2)cc1OCC (configuration not stated) | · | -1 | -1 | 8 | -0.2 | -1 | -0.8 | 0.1 | -2
O=NN(CCF)C(=O)NC1CCS(=O)(=O)CC1 | · | 2 | 4 | · | · | · | · | -0.8 | 10
COc1ccccc1N(CC(=O)N/N=C/c1c(O)ccc2ccccc12)S(C)(=O)=O | · | -3 | -3 | 6 | 0.7 | 5 | -0.8 | 1.5 | 20
CN1CCN(Cc2nnc3n2-c2ccc(Cl)cc2C(c2ccccc2)=NC3)CC1 | -3.2 | 7 | 3 | 0 | -1.4 | -2 | 0.5 | -0.9 | -14
O=C(c1ccc(N2CCCC2=O)cc1)N1CCOCC1 | -0.1 | -16 | 7 | -5 | 0.8 | -2 | -2.2 | -0.9 | 0
CCOC(=O)N1CCN(S(=O)(=O)c2ccc(C(=O)N(CCN(CC)CC)c3nc4ccc(C)cc4s3)cc2)CC1 | -0.7 | -4 | -6 | 6 | 5.5 | -1 | -1.0 | -2.0 | 2
CC(=O)NC(Cc1c[nH]c2ccccc12)C(=O)N/N=C/c1ccccc1 (configuration not stated) | 0.8 | 3 | 9 | 5 | 4.1 | 2 | -0.5 | -0.8 | -3
COc1ccc(CNC(=O)C2CCN(S(=O)(=O)c3ccc(-c4nn[nH]n4)cc3)CC2)cc1 | -1.0 | 3 | 10 | 19 | 2.3 | 4 | -1.7 | -0.1 | 5
O=C(CCCCCNS(=O)(=O)c1ccc(Br)cc1)NCCN1CCOCC1 | -0.6 | -3 | 5 | 1 | -2.2 | -1 | -3.7 | -0.3 | -21
CC(C)C[C@H]1COc2cc(N3CCC[C@H]3CO)ccc2S(=O)(=O)N1 | · | -12 | -3 | · | · | · | · | 0.1 | 10
Cc1ccc(S(=O)(=O)Nc2cc(S(=O)(=O)N3CCOCC3)ccc2NCC2CCCO2)cc1 (configuration not stated) | 0.6 | · | 0 | -9 | 0.9 | 2 | -0.5 | · | -5
CS(=O)(=O)NCC(c1cccnc1)N1CCN(c2ccccc2F)CC1 (configuration not stated) | · | -4 | -2 | -1 | -2.2 | 3 | -3.4 | -0.3 | -6
O=C(NCCS(=O)(=O)N1CCC2(CC1)OCCO2)c1ccccc1 | -2.0 | ? | -3 | 3 | -1.1 | 1 | 0.8 | 3.7 | -4
Cc1c(NC(=O)c2cc3ccccc3o2)cccc1-n1cnnn1 | 46* | 6 | 2 | -3 | · | -4 | -3.4 | -0.5 | -3
CCc1ccc(C2CC(c3ccc(F)cc3)Nc3nc(N)nn32)cc1 (configuration not stated) | 2.0 | -8 | 2 | 9 | 1.6 | 5 | 0.9 | -0.8 | 3
CC(Oc1ccc(C(=O)c2ccccc2)cc1)C(=O)Nc1ccc(S(N)(=O)=O)cc1 (configuration not stated) | · | -1 | 8 | 1 | 2.6 | 0 | -6.5 | 0.0 | -8
O=C(NS(=O)(=O)Nc1ccccn1)c1c[nH]c2ccccc12 | 1.2 | -4 | -4 | 4 | -0.4 | -1 | -0.1 | -2.4 | 6
Cc1occc1-c1nnc(SCC(=O)NC2CCC(C)CC2)o1 (configuration not stated) | 0.2 | 0 | 0 | 1 | 0.0 | 3 | -3.5 | -0.7 | 7
CC(C)CCNC(=O)CCc1nnc(Cc2c[nH]c3ccccc23)o1 | -0.5 | 0 | 4 | 6 | -2.1 | -3 | -1.4 | 0.1 | -2
CCOc1ccc(NC(=O)CC2C(=O)N(c3ccccc3)C(=O)N2Cc2ccccn2)cc1 (configuration not stated) | 0.0 | 5 | -1 | -3 | -1.5 | -2 | 0.9 | ? | -7
Cc1ccc(-c2noc(CNC(=O)c3ccoc3C)n2)cc1 | 0.0 | 8 | -5 | -8 | 3.8 | -3 | -2.6 | 1.3 | 25

Screening data as filed in PubChem BioAssay.
